# Assay outcomes from PubChem BioAssay.
# APP 5'UTR act – activators of APP 5'UTR luciferase reporter, primary screen, SH-SY5Y cells. 190,000 tested, 1% active. AID 1276, 2008. activation, % at 2 µM. SH-SY5Y APP 5'UTR luciferase reporter, luminescence; zero percent = DMSO vehicle wells;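 active = activation above a set limit, based on mean plus 3 SD of controls, cut at about 140% in these data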; also: values of inactives mirror those of a sister screen read the other way
# FLuc stim CS – FLuc activators, initial screening, artefact control for FLuc-dependent activation tests, biochemical, ATPlite luminescence; 200,000 tested, under 10 active; Luciferin 4-monooxygenase (Photinus pyralis), P08659; AID 1027, 2008; ATPlite luciferase biochemical, 10 min; 0 = ATP-free wells, 1 = DMSO control; activation factor at 10 µM;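 active = luciferase activation factor, scaled between plate controls, of at least 2 with compound at 10 µM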
#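 Material: Luciferase/luciferin reagent mix; Doses: test compounds dosed from 2 mM stocks in 100% DMSO; Schedule: 10 min incubation after luciferase reagent addition, room temperature; Measured by: luminescence from luciferase reaction; Read-out: luminescence gain marking luciferase activators.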
# G6PDH counter – L. mesenteroides G6PDH inhibitors, counter-screen for G6PDH-coupled screening assays, biochemical, Leuconostoc mesenteroides enzyme; glucose-6-phosphate dehydrogenase [Leuconostoc mesenteroides]; Purified L. mesenteroides G6PDH, diaphorase/resazurin coupled fluorescence, 45 min; inhibition, % at 5 µM; 200,000 tested, 0.12% active; AID 1020, 2008; in the data active = inhibition above about 50%
# Diaph inh CS – diaphorase inhibitors and chemical oxidizers, primary screen, counter-screen for diaphorase-coupled primary assays, biochemical, uHTS, resorufin fluorescence; diaphorase resazurin-to-resorufin fluorescence, NADH, 16 min; bacterial (C. kluyveri) enzyme, not human; inhibition, % at 20 µM; 190,000 tested, 0.69% active; AID 1217, 2008;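 active = primary screen inhibition at 20 µM above a set limit, cut at about 50% in these data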;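 also: plate controls were DMSO with full reaction for no effect and wells lacking NADH for full effect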
#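 System: Diaphorase enzyme from Clostridium kluyveri | Amount: Enzyme working solution with 0.14 U/mL diaphorase | Benchmarks: No-NADH positive control and DMSO neutral control | Signal: Fluorescence of resorufin formed from resazurin, Ex 544/Em 590 nm | Schedule: 16-min room-temperature incubation before reading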
# NF-kB neuron act – activators of NF-kB expression in neurons, primary screen, cell-based, HTS; human neuronal cells, NF-kB reporter expression; hits give high values; fold change at 12.5 µM; 190,000 tested, 1.6% active; in the data active = fold change above about 3.3
# APP 5UTR inh – inhibitors of APP translation via 5'UTR reporter, primary screen, APP 5'UTR luciferase, SH-SY5Y cells | AID 1285, 2008 | 190,000 tested, 0.82% active | inhibition, % at 2 µM | SH-SY5Y APP 5'UTR-luciferase reporter, luminescence;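 active = inhibition above a set limit, derived from the sample mean plus 3 SD, cut at about 45% in these data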; also: values of inactives mirror those of a sister screen read the other way
# STAT1 act – STAT1 signaling activators, primary screen, cell-based, HTS, luciferase reporter; 200,000 tested, 2.6% active; AID 932, 2007; activation (% of control), % at 5.5 µM; NIH 3T3 STAT1-luciferase reporter, IFN-gamma, luminescence; 100% = IFN-gamma alone, no compound;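 active = activation above the screen-wide mean activation plus 3 SD, cut at about 130% in these data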;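 also: raw ratio to IFN-gamma control signal so 100% means no change and 0% no light; values of inactives mirror those of a sister screen read the other way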
# FLuc inhib CS – firefly luciferase enzyme inhibitors, primary screen, artefact control for luciferase-based inhibitor screens, biochemical, luminescence, ATPLite; inhibition, % at 10 µM; AID 1006, 2008; 200,000 tested, 1.5% active; 10 min; Luciferin 4-monooxygenase (Photinus pyralis), P08659;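 active = inhibition above about 50% when tested at 10 µM, limit read from the data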
# Diaph act CS – compounds boosting diaphorase resazurin reduction – biochemical, uHTS, resorufin fluorescence, counter-screen for diaphorase-coupled primary assays, primary screen. activation factor at 20 µM. Diaphorase/resazurin coupled assay, 16 min; hits give high values; 1 = vehicle wells, 0 = NADH-free wells. 190,000 tested, 0.005% active;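 active = diaphorase activity raised at least twofold by the compound at 20 µM; inactive = activation factor below 2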
#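 test system = bacterial diaphorase enzyme (C. kluyveri) | quantity = enzyme 0.07 U/mL final | reagent = NADH substrate 0.114 mM plus resazurin dye 0.1 mM, final | incubation = 16 min enzyme reaction, ambient temperature | buffer or medium = HEPES pH 7.4 buffer with MgCl2 and Tween 20 | signal = fluorescence of resorufin, 544 nm excitation, 590 nm emission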
# TLR4-MyD88 BLA – inhibitors of TLR4-MyD88 association in cells, primary screen, cell-based, HeLa CL3-4, BLA complementation, FRET ratio | HeLa CL3-4 TLR4/MyD88 BLA complementation | inhibition, % at 8.4 µM | 200,000 tested, 0.18% active | AID 861, 2007; in the data active = inhibition above about 25%;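 also: 0% = vehicle and 100% = reference inhibitor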
# Target sequence (O00206 whole entry, looked up): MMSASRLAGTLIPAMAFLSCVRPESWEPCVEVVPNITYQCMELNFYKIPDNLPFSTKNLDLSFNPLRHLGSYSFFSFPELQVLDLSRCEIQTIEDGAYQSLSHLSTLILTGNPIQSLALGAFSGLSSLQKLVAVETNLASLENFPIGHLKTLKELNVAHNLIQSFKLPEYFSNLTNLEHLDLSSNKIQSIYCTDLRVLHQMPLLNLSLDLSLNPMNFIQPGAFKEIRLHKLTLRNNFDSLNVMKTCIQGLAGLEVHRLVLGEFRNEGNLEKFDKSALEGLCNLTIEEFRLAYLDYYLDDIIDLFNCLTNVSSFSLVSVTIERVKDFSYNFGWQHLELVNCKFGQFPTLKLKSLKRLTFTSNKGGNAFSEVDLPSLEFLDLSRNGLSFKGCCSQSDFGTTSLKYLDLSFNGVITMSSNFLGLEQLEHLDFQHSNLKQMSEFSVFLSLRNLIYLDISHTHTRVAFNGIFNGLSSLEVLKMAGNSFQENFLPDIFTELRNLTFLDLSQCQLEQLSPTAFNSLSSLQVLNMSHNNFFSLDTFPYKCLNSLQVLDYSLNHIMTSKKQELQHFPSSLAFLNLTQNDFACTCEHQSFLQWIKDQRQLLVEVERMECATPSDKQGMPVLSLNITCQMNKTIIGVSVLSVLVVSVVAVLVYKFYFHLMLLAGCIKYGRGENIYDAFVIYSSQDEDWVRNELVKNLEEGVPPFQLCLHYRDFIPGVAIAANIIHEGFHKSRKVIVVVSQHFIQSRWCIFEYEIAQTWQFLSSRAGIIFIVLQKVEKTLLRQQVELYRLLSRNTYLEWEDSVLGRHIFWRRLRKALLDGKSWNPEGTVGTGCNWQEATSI
# Target sequence (Q99836 whole entry, looked up): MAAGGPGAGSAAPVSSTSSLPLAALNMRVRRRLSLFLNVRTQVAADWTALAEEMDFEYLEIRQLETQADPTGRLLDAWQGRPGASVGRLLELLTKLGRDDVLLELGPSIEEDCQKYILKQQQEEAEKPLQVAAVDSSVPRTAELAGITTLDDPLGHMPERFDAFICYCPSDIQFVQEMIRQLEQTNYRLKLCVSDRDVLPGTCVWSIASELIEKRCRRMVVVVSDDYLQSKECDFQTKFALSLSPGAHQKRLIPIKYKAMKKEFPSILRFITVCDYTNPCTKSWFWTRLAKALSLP
# * hit, by the source's call; · = no result given. Random draw from the library, and some 5.6% of all compounds hit somewhere here.
SMILES,APP 5'UTR act,FLuc stim CS,G6PDH counter,Diaph inh CS,NF-kB neuron act,APP 5UTR inh,STAT1 act,FLuc inhib CS,Diaph act CS,TLR4-MyD88 BLA
CCOC(=O)c1c(CN2CCC(C)CC2)oc2ccc(OC)cc12,7,1.1,5,2,1.1,-6,97,-9,1,0
COc1ccc2oc(=O)c(C(=O)OCC(=O)c3ccc([N+](=O)[O-])cc3)cc2c1,-5,1,9,8,1.4,5,100,-3,0.9,3
O=C(OCc1cc(-c2ccccc2)no1)c1ccc2ccccc2n1,12,1,3,17,1.1,-12,100,0,0.8,4
COc1cc(C2C(S(=O)(=O)c3ccccc3)CON2C)ccc1OCc1ccc(F)cc1 (stereo not drawn),35,1,13,6,6.6*,-35,98,-5,0.9,2
COc1ccc(-c2nnn(CCC(=O)O)n2)cc1,-9,1,-3,8,1.1,9,99,1,0.9,-14
O=C(CN1CCC(c2nc3ccccc3[nH]2)CC1)Nc1ccc2c(c1)OCO2,2,1.1,-1,6,1.1,-2,105,-5,0.9,-1
CCOc1ccc2oc(-c3ccccc3)c(C(=O)N3CCN(CCO)CC3)c2c1,7,1,-6,2,0.63,-7,102,-4,1,-11
Cc1cc(C)n2nc(C(=O)Nc3ccc4c(c3)OCO4)nc2n1,50,0.7,-3,24,1.4,-50,113,29,0.8,5
Cc1cccc(-n2c(O)c(C=Nc3cc(O)ccc3C)c3ccccc3c2=O)n1,-20,1,4,16,1.1,20,100,-3,0.8,0
Cc1cc(-n2c(C)cc(C(=O)CN3C(=O)NC4(CCCCC4)C3=O)c2C)no1,16,1,6,23,0.6,-16,91,-4,0.8,13
CC1CN(CCOc2ccc([N+](=O)[O-])cc2)CC(C)O1 (stereo not drawn),-23,1.1,7,22,0.97,23,98,-8,0.8,-5
COc1cc2c(cc1OC)CN(CC(=O)NC(=O)NCc1ccccc1)CC2,-27,0.9,-7,-8,0.92,27,103,6,1.1,-2
CCOC(=O)C1CCN(Cc2nnnn2CCc2ccccc2)CC1,22,1.1,16,-16,1,-22,102,-5,1.2,5
Cc1c(NC(=O)C(C)OC(=O)C23CC4CC(CC(Br)(C4)C2)C3)c(=O)n(-c2ccccc2)n1C (stereo not drawn),5,1.1,4,23,1.2,-4,99,-5,0.8,11
CCNc1nc(OC)nc(N2CCC(Cc3ccccc3)CC2)n1,7,1,-7,0,1.1,-7,95,1,1,4
Cc1c(NC(N)=O)c(=O)n(-c2ccccc2)n1C,-6,1,17,·,1.1,6,99,5,·,2
Cc1cc(C)nc(Nc2nc(=O)c3ccccc3s2)n1,9,0.7,6,15,1.7,-8,114,25,0.9,9
CCOC(=O)c1c(C)n(C)c2c(C)cc(O)c(OC(C)=O)c12,-4,1.1,0,6,1.2,4,106,-6,0.9,-8
Cc1ccc(-c2sc(-c3ccccc3)nc2CC(=O)Nc2ccccc2F)cc1,-16,1.1,-16,12,1.1,16,100,-14,0.9,-3
COc1ccc(C)cc1-n1nnnc1SCC(=O)Nc1cccnc1Cl,-5,1.1,10,5,0.78,5,84,-8,0.9,-19
CCN(CC)c1ccc(NC(=O)Cn2nnc(-c3cccc(OC)c3OC)n2)c(C)c1,25,1,4,12,1.1,-25,101,-4,0.9,9
COc1cc2nc(SCC(=O)NCc3ccco3)n(Cc3ccc(Cl)cc3)c(=O)c2cc1OC,13,1,5,0,1.2,-13,98,-1,1,6
COc1ccc(-c2nc(N)n(C(C)=O)n2)cc1,12,1,3,19,1.3,-12,98,3,0.8,-8
Cc1ccc(C)c(NC(=O)c2ccccc2C(=O)c2ccccc2)c1,-14,1.1,10,12,1.3,14,103,-9,0.9,-6
Cc1nnc(NC(=O)CSc2ccc(-c3ccccn3)nn2)s1,-13,1,1,2,1.1,13,106,3,1,-5
Cc1ccc(OCC(=O)NC(=S)Nc2ccc3c4c(cccc24)CC3)cc1,-3,1,0,-4,1.2,2,96,-4,1,-17
CCC(=O)NC(=S)NNC(=O)c1ccccc1[N+](=O)[O-],21,1,-1,17,1,-21,104,-2,0.8,12
COc1ccc(/C=N/c2oc(C)c(C)c2C#N)c(OC)c1,3,1,18,23,1.1,-3,92,-5,0.8,-22
O=C(CCc1ccccc1)c1ccc2c(c1)OCCCO2,127,0.8,6,1,3.1,-127,124,18,1,4
Cc1ncc(CO)c(/C=N/NC(=S)Nc2cccc(Cl)c2)c1O,3,1,-10,35,1.2,-3,89,-3,0.7,12

# Entries above that have a halogen, in the order listed:
SMILES,APP 5'UTR act,FLuc stim CS,G6PDH counter,Diaph inh CS,NF-kB neuron act,APP 5UTR inh,STAT1 act,FLuc inhib CS,Diaph act CS,TLR4-MyD88 BLA
COc1cc(C2C(S(=O)(=O)c3ccccc3)CON2C)ccc1OCc1ccc(F)cc1 (stereo not drawn),35,1,13,6,6.6*,-35,98,-5,0.9,2
Cc1c(NC(=O)C(C)OC(=O)C23CC4CC(CC(Br)(C4)C2)C3)c(=O)n(-c2ccccc2)n1C (stereo not drawn),5,1.1,4,23,1.2,-4,99,-5,0.8,11
Cc1ccc(-c2sc(-c3ccccc3)nc2CC(=O)Nc2ccccc2F)cc1,-16,1.1,-16,12,1.1,16,100,-14,0.9,-3
COc1ccc(C)cc1-n1nnnc1SCC(=O)Nc1cccnc1Cl,-5,1.1,10,5,0.78,5,84,-8,0.9,-19
COc1cc2nc(SCC(=O)NCc3ccco3)n(Cc3ccc(Cl)cc3)c(=O)c2cc1OC,13,1,5,0,1.2,-13,98,-1,1,6
Cc1ncc(CO)c(/C=N/NC(=S)Nc2cccc(Cl)c2)c1O,3,1,-10,35,1.2,-3,89,-3,0.7,12

# Additional records.
SMILES,APP 5'UTR act,FLuc stim CS,G6PDH counter,Diaph inh CS,NF-kB neuron act,APP 5UTR inh,STAT1 act,FLuc inhib CS,Diaph act CS,TLR4-MyD88 BLA
COc1ccc(S(=O)(=O)N2CCCCCC2)cc1N,21,1,1,4,1.2,-21,90,-4,1,-6
Cc1nn(CC(=O)Nc2nnc(C(C)C)s2)c(=O)c2ccccc12,14,1.1,16,-3,1,-14,100,-8,1,-25
C=CCn1c(N/N=C/c2ccc(O)cc2)nc2ccccc2c1=O,70,0.2,1,37,2,-70,105,82*,0.6,8
COc1ccc(C(=O)Nc2ccc(S(=O)(=O)N3CCCCC3C)cc2)c(OC)c1OC (stereo not drawn),8,1.1,9,6,0.66,-8,92,-7,0.9,-3
Cc1nc(SC2CC(=O)N(c3cc(Cl)cc(Cl)c3)C2=O)nc2c1CCCC2 (stereo not drawn),23,1.1,-6,22,0.85,-23,99,-8,0.8,6
Cc1cccc(C)c1NC(=O)C1CCCNC1 (stereo not drawn),1,1,2,11,0.96,-1,99,-1,0.9,8
O=C(c1ccc(Cl)cc1)N(Cc1cccs1)C1CCS(=O)(=O)C1 (stereo not drawn),3,1.1,-5,3,1.3,-3,110,-7,1,3
Cc1cc(C)c2nc(-c3cccnc3)cc(C(=O)NC(C)c3cnn(C)c3C)c2c1 (stereo not drawn),-9,1,9,13,0.93,9,97,-3,0.9,15
Cc1cccc2cncc(OCc3nnc(SC(F)F)n3C)c12,-3,1.1,6,9,0.96,3,87,-10,0.9,-15
COC(=O)C1CCN(c2ccc(Cl)nn2)CC1,4,1,3,13,1,-4,106,-5,0.9,1
COc1ccc(C(=O)Nc2ccc(NC(=O)c3cccs3)cc2)cc1[N+](=O)[O-],9,1,-8,1,1,-9,95,-3,1,-13
COC(=O)c1ccc(OC(=O)c2ccc(OC)cc2)c(OC)c1,7,1,1,2,1,-7,101,-2,1,0
S=C(NCc1ccccc1)N1CCN(c2cccc(Cl)c2)CC1,1,1,2,22,1,0,82,-4,0.8,1
Cc1ccccc1N=Nc1c(C)[nH]n(C(N)=S)c1=O,-8,1,2,21,1.2,8,107,0,0.8,-2
C/C(N)=C(/C#N)C(=O)COC(=O)COc1ccc(Cl)cc1,15,1,-7,14,1.2,-15,93,-5,0.9,1
O=C(COC(=O)c1ccc(S(=O)(=O)NCc2ccco2)cc1)Nc1ncc(Cl)cc1Cl,8,1.1,-7,16,1.3,-8,100,-5,0.8,5
CCOC(=O)CNC(=O)Cn1c(C)cc2ccccc2c1=O,0,1,8,18,1,0,100,-3,0.8,7
CCN1CCN(C(=S)NCCOC)CC1,14,1,7,23,·,-14,98,-4,0.8,-10
C=CCn1c(COc2ccc(CC)cc2)nnc1SC/C(O)=C(\C#N)c1nc2ccccc2[nH]1,7,1.1,-41,12,0.76,-7,93,-9,0.9,5
CCN(C(=O)Cn1c(=O)n2nc(CCn3nc(C)cc3C)nc2c2ccccc21)c1cccc(C)c1,-17,1,-5,9,0.7,17,104,0,0.9,-7
COc1ccc(/C=N/NC(=O)Cc2cc(OC)c(OC)cc2[N+](=O)[O-])cc1,14,1.1,15,12,1.2,-14,101,-6,0.9,1
COc1ccc(C=NCC2COc3ccccc3O2)cc1OC (stereo not drawn),-19,1,6,-7,0.82,19,104,-4,1.1,-22
CCCCC(=O)Nc1cc(Cl)ccc1C(=O)O,-7,1,9,3,1.6,7,101,-4,1,-1
CCOC(=O)CC1(C)OCC(C[N+]2(C)CCCCC2)O1 (stereo not drawn),15,1,6,-5,0.98,-15,93,-1,1,-7
C=CCNC(=S)NNC(=O)CCC(O)CCCCC (stereo not drawn),6,1.1,5,3,1.1,-6,96,-11,1,-1
COc1ccc(O[C@H]2C=C[C@@H](c3ccccc3)O[C@@H]2CO/N=C(\C)CCN2CCCCc3nc(C)c(C)cc32)cc1,2,1,11,-4,1.1,-2,92,2,1,-12
N#C/C(=C(/O)COC(=O)c1cccnc1Cl)c1nc2ccccc2[nH]1,19,1,-1,19,0.93,-19,113,1,0.8,5
O=C(/C=C1\SC(=O)N(CC(=O)Nc2ccc(F)cc2)C1=O)Nc1ccc(Cl)cc1,18,1,-2,12,1.4,-18,110,-3,0.9,-5
O=C(Nc1ccc(O)cc1)C1CCCO1 (stereo not drawn),1,1,7,5,1.3,-1,98,-1,0.9,0
c1ccc(-c2csc(N3CCSCC3)n2)cc1,35,0.8,3,-6,2.5,-35,160*,22,1.1,5
O=C(CN(Cc1ccco1)C(=O)CNS(=O)(=O)c1ccc(Cl)cc1)NC1CCCCC1,0,1,4,6,1.1,0,75,-3,0.9,7
Cc1cc(C)n(CCNC(=O)c2cc(COc3ccc(F)cc3Cl)on2)n1,6,1,-3,6,0.7,-6,101,3,0.9,-7
